# Compound activity (PubChem BioAssay)
# Rab9 promoter act: qHTS Assay for Rab9 Promoter Activators; Huh7 Rab9 promoter-luciferase reporter, luminescence, 24 h; Potency, µM (doses to about 9.22 µM), without a hit: top-dose activation, negative = inhibition, usual class: activators; hit rate 2.8% among 320,000; AID 485297, 2010; further: potency means the concentration at half of the fitted maximal effect; % of control where 0% means no effect; nearly all actives have a fitted effect of over 60% in size
#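 Quantitative HTS format; Huh7 Rab9-luciferase reporter cells (1500/well) receive compound 2 h post-plating, incubate 24 h at 37 °C, then get luciferase reagent for 10 min before luminescence reading.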
# RORg inh: qHTS for inhibitors of ROR gamma transcriptional activity; Nuclear receptor ROR-gamma (Mus musculus), P51450; Drosophila S2 Gal4-RORgamma UAS-luciferase reporter, 20 h; Potency, µM (doses to about 53.6 µM), for the others: at the highest dose activity change, negative = inhibition, usual class: inhibitors; hit rate 5.4% among 310,000; AID 2551, 2010; further: potency means the concentration at half of the fitted maximal effect; on the % scale 0 is the no-effect control and ±100 the full control effect; nearly all actives have a fitted effect of over 60% in size
# Target sequence (P51450 whole entry, looked up, the tested form may be a part): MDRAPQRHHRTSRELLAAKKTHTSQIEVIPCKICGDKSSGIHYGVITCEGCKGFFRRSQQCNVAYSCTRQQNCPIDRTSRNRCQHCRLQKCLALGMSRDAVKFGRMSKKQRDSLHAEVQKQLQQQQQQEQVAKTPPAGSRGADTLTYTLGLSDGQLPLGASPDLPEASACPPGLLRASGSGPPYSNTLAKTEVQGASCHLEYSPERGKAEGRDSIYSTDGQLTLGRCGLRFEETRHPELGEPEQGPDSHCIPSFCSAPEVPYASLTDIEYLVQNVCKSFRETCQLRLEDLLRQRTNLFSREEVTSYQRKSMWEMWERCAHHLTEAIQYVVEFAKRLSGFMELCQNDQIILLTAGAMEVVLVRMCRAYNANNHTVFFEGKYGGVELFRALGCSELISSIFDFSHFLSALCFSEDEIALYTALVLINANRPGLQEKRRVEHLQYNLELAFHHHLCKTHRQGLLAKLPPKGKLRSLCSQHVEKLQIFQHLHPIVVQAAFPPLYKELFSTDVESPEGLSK
#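 In this cell-based reporter format, copper sulfate (700 uM final) drives Gal4–ROR gamma fusion expression from a metallothionein promoter in Drosophila Schneider cells; compounds preincubated 1 hr, reporter read after 20 hr at ambient temperature.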
# FLuc modulator: qHTS profiling assay for firefly luciferase inhibitor/activator using purifed enzyme and Km concentrations of substrates (counterscreen for miR-21 project); hit rate 6.9% among 360,000; Potency, µM (titrated, usually from 57.5 µM), inactives show at the highest dose activity change, negative = inhibition, usual class: inhibitors; purified FLuc, Km substrates, luminescence inhibition; Luciferin 4-monooxygenase (Photinus pyralis), P08659;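 further: potency means the concentration at half of the fitted maximal effect; plate controls were vehicle for no effect and reference inhibitor for full effect; nearly all actives have a fitted effect of over 55% in size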
# Target sequence (P08659 whole entry, looked up): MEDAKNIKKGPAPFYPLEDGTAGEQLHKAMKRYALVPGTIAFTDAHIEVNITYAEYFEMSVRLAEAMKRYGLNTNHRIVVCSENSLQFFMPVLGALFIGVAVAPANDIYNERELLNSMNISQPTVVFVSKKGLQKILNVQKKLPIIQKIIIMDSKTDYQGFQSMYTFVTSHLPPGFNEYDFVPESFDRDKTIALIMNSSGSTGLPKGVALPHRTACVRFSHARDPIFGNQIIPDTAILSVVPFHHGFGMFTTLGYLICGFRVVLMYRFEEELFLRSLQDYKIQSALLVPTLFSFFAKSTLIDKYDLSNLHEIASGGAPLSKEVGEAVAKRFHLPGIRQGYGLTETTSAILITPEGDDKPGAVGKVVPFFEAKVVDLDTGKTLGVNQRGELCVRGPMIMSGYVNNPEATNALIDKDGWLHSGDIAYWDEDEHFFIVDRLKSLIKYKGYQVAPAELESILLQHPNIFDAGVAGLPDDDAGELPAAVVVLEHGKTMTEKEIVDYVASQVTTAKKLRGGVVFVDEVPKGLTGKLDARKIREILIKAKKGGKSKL
#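 Purified P. pyralis luciferase, 10 nM final, with Km-level 10 uM D-luciferin and 10 uM ATP in 50 mM Tris acetate pH 7.5, 10 mM Mg acetate, 0.01% Tween-20, 0.05% BSA; 6-point qHTS titration about 60 µM downward; luminescence read.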
# ELG1 DNA repair: qHTS screen for small molecules that inhibit ELG1-dependent DNA repair in human embryonic kidney (HEK293T) cells expressing luciferase-tagged ELG1 | HEK293T ELG1-luciferase reporter, luminescence, 16 h; DNA damage induced by 5-fluorouridine | Potency, µM (titrated, usually from 46.1 µM), for inactives: top-dose activity change, negative = inhibition, actives largely listed as inhibitors | hit rate 2.3% among 330,000; further: potency means the concentration at half of the fitted maximal effect; on the % scale 0 is the no-effect control and ±100 the full control effect; nearly all actives have a fitted effect of over 55% in size
#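 DMSO vehicle served as the neutral condition. Each well held 2,000 cells given 5-fluorouridine plus compound; after 16 hr at 37 °C/5% CO2, ONE-Glo was added and luciferase measured 30 min later.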
# Tb PFK inh: qHTS Assay to Find Inhibitors of T. brucei phosphofructokinase; ATP-dependent 6-phosphofructokinase (Trypanosoma brucei brucei), O15648; T. brucei PFK, ADP-Glo luminescence; Potency, µM (doses to about 57.5 µM), inactives show top-dose activity, negative = inhibition, most hits filed as inhibitors; hit rate 0.17% among 330,000; AID 485367, 2010;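 further: potency means the concentration at half of the fitted maximal effect; 0% = uninhibited 1x PFK enzyme wells and -100% = no-enzyme wells; nearly all actives have a fitted effect of over 60% in size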
#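 ADP-Glo luminescence quantified ADP after 45 min at room temperature, with 1.25 nM T. brucei PFK, 0.1 mM ATP and 0.5 mM fructose-6-phosphate in pH 8.0 TEA buffer. qHTS titrations up to 57 µM; curves classified by quality.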
# BRCA1 expr act: qHTS Assay to Identify Small Molecule Activators of BRCA1 Expression. MCF7-BRCA1-FFLuc reporter, luminescence, 48 h; response scale: scaled: vehicle 0%, 10 µM genistein 100%. Potency, µM (top dose mostly 46.1 µM), inactives show top-dose activation, usual class: activators. hit rate 1.1% among 380,000; further: potency means the concentration at half of the fitted maximal effect; nearly all actives have a fitted effect of over 80% in size; some results filed as inactive show a strong effect at the top dose
#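 Activators of BRCA1 expression were detected as increased firefly luciferase luminescence in engineered MCF7 cells after 48 h compound incubation. Signals were scaled to genistein 10 microM as full activation.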
# p53 reactivation: qHTS assay for re-activators of p53 using a Luc reporter; H1299 p53-A138V BP100-luciferase reporter, luminescence, 24 h; Potency, µM (top dose mostly 92.2 µM), for inactives: at the top dose activity change, positive = activation, hits mostly activators; hit rate 0.063% among 320,000; further: potency means the concentration at half of the fitted maximal effect; % of control where 0% means no effect; nearly all actives have a fitted effect of over 45% in size
#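 H1299 (p53-null), stable ts p53-A138V + BP100-Luc; 1000 cells/well, Opti-MEM/10% FBS; cpd 4 pt, 1:5; 24 h, 37 deg C, 5% CO2; detection reagent 10 min RT; luminescence.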
# TRPV1 agonist: HTS Assay for Compounds that Act as Agonists of the Vanilloid Receptor 1 | Transient receptor potential cation channel subfamily V member 1 (Homo sapiens), Q8NER1 | TRPV1-expressing cells, Fluo-8 calcium influx, agonist mode | activation, % at 8.33 µM | hit rate 0.19% among 320,000; in the data active means activation above about 80%; inconclusive means between about 30% and that limit; further: 0% is about no effect
#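 Cells expressing TRPV1 were dye-loaded with Fluo-8 and read kinetically: 10 s baseline, 3 min after compound (agonist portion), then 2 min after EC20 capsaicin (allosteric enhancer portion). Calcium-bound dye fluorescence at 480/520 nm.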
# ELG1 genotoxic: qHTS screen for small molecules that induce genotoxicity in human embryonic kidney (HEK293T) cells expressing luciferase-tagged ELG1 | HEK293T ELG1-luciferase reporter, luminescence, 16 h | AID 504466, 2011 | hit rate 1.3% among 330,000 | Potency, µM (highest dose often 46 µM), for inactives: at the highest dose activity change, positive = activation, actives largely listed as activators; further: potency means the concentration at half of the fitted maximal effect; % of control where 0% means no effect; nearly all actives have a fitted effect of over 60% in size
#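 DMSO vehicle served as control against compound-treated ELG1-luciferase HEK293T cells; exposure lasted 16 hr at 37 °C and 5% CO2, followed by ONE-Glo luminescence detection after 30 min.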
# VP16 counter: VP16 counterscreen qHTS for inhibitors of ROR gamma transcriptional activity; Drosophila S2 Gal4-VP16 UAS-luciferase, luminescence, 20 h; Potency, µM (doses to about 53.6 µM), without a hit: at the top dose activity, negative = inhibition, usual class: inhibitors; AID 2546, 2010; hit rate 3.5% among 310,000;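 further: Gal4-VP16 expression switched on by copper sulfate through the metallothionein promoter; potency means the concentration at half of the fitted maximal effect; on the % scale 0 is the no-effect control and ±100 the full control effect; nearly all actives have a fitted effect of over 50% in size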
# NPC1 prom act: qHTS Assay for NPC1 Promoter Activators; Huh7 NPC1 promoter luciferase reporter, 24 h; Potency, µM (top dose mostly 9.22 µM), for the others: at the highest dose activation, most hits filed as activators; hit rate 2.4% among 320,000; AID 485313, 2010;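 further: potency means the concentration at half of the fitted maximal effect; % of control where 0% means no effect; nearly all actives have a fitted effect of over 60% in size; reporter is driven by a mutant NPC1 promoter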
#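 In 1536-well qHTS, Huh7 cells harboring an NPC1 promoter–luciferase construct received compound for 24 h; activation was quantified by luminescence following luciferase reagent addition.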
# Starred values were filed as active, the others as inactive; ? = inconclusive; nt = not tested or not shown; [ ] = dose if it differs, or a comment. Unless noted, the call rests on the fitted dose curve; in most records, active means well fitted curve in the direction sought with a large enough effect; inconclusive means small, poorly fitted or top-dose-only effect, or another doubt; inactive means no such curve, though single readings can be large; an effect the other way counts as inactive or inconclusive.
SMILES,Rab9 promoter act,RORg inh,FLuc modulator,ELG1 DNA repair,Tb PFK inh,BRCA1 expr act,p53 reactivation,TRPV1 agonist,ELG1 genotoxic,VP16 counter,NPC1 prom act
CC1(c2ccc([N+](=O)[O-])cc2)NC(=O)N(CC(=O)Nc2cccnc2Cl)C1=O (centres undefined),0%,nt,4%,-4%,-20%,16%,-1%,1,-4%,nt,0%
C#CCOCCOCCOCCNc1nc(N2CCOCC2)nc(N2CCN(C(=O)[C@H](Cc3ccc(O)cc3)n3cc([C@@H](N)CC(C)C)nn3)CC2)n1,2%,15%,-1%,-3%,3%,-6%,3%,3,0%,1%,-6%
Cc1cc(OCC(=O)N(Cc2ccco2)c2c(N)n(Cc3ccccc3)c(=O)[nH]c2=O)ccc1Cl,-7%,nt,2%,2%,-3%,-17%,14%,1,0%,nt,-3%
COc1ccc(-n2cnnc2SCC(=O)Nc2cccc(S(N)(=O)=O)c2)cc1,-1%,-9%,1%,-5%,5%,-5%,10%,-1,-2%,-3%,2%
Cc1cc2c(C)cc(=O)oc2c2c1NCCC2,nt,5%,-1%,nt,nt,6%,nt,4,nt,5%,nt
C=CCn1c(C(C)NC(=O)c2ccccc2)n[nH]c1=S (centres undefined),-2%,?,2%,-1%,-8%,0%,6%,-3,0%,2%,-3%
Cc1cccc(NC(=O)CN2CCN(C(=O)c3c(C)nn(Cc4ccccc4)c3C)CC2)c1C,0%,nt,-1%,-8%,0%,-14%,3%,-3,2%,nt,1%[1.84 µM]
CN(CCOc1ccc(Cl)cc1)C(=O)C1=CC=CN2CCS(=O)(=O)N=C12,nt,nt,nt,16%,1%,-2%,5%,nt,6%,nt,nt
C=CCOc1c(CNc2ccc(S(N)(=O)=O)cc2)cccc1OC,0%,28%,-4%,?,4%,-5%,9%,2,-8%,-4%,-1%
Cc1ccc(NC(=O)/C(C#N)=C/c2ccsc2)c(C)c1,27%,22%,?,?,3%,15%,9%,17,?,-1%,24%
Cc1cccc(NC(=O)C2CCC(CNC(=O)[C@@H]3Cc4ccccc4CN3)CC2)c1 (some centres undefined),-5%,-7%,7%,10%,-1%,1%,?,0,-2%,5%,-2%
O=C(NNS(=O)(=O)c1cc(Cl)cc(Cl)c1)c1sccc1-n1cccc1,1%,-37%,0%,-8%,-2%,-14%,-1%,nt,-2%,-4%,1%
COCCCNC(=O)COc1ccc2oc3c(c2c1)CCCC3,5%,8%,-14%,-7%,-3%,10%,-1%,?,-2%,-5%,-2%
COc1cc(OC)cc(C(=O)N[C@H](C(=O)OCC(=O)c2ccc3c(c2)NC(=O)CO3)C(C)C)c1,-10%,16%,?,-14%,-3%,-16%,0%,0,3%,2%,-3%
CNCCC(Oc1ccccc1OC)c1ccccc1 (centres undefined),-11%[46.1 µM],9%,nt,nt,nt,0%,nt,nt,nt,0%,-8%[46.1 µM]
CN(C)C(=O)c1cc(C(=O)c2ccc(F)cc2F)c[nH]1,-3%[1.84 µM],23%,?,?,-5%,69%,21%,2,16%,-1%,25%
COc1cccc(OCC(Cn2cnc3ccccc32)OC(C)=O)c1 (centres undefined),0%,-39%,-12%,-1%,-9%,39%,-4%,3,1%,-2%,-4%
COc1ccc(CCn2c(=N)c(C(=O)NC3CCCC3)cc3c(=O)n4cccc(C)c4nc32)cc1,0%,-16%,1%,-2%,1%,-17%,-6%,?,-9%,0%,19%
CC(=O)NS(=O)(=O)c1ccc(NC(=O)c2cccc(S(=O)(=O)N3CCc4ccccc43)c2)cc1,-2%,-10%,?,-9%,-2%,-18%,-4%,0,1%,-1%,-3%
CCOC(=O)CCN1C(=O)c2ccccc2Sc2ncccc21,2%,17%,-1%,2%,1%,0%,1%,6,0%,-1%,-4%
Cc1nc(NS(=O)(=O)c2cccs2)c2c3c(sc2n1)CCC3,-1%,11%,1%,-14%,0%,-10%,-5%,-4,-1%,-1%,-5%
Cn1c(=O)c2cn3c(c2n(C)c1=O)C(c1ccccc1)CC(c1ccccc1)=N3 (centres undefined),nt,-27%,?,nt,nt,-45%,nt,5,nt,23%,nt
O=C(COC(=O)c1cccc([N+](=O)[O-])c1)Nc1ncc(Br)s1,nt,nt,nt,-19%,0%,-23%,17%,nt,-1%,nt,nt
CNC[C@H]1Oc2c(NC(=O)C3CCCCC3)cccc2C(=O)N([C@H](C)CO)C[C@@H]1C,nt,nt,nt,5%,7%,8%,-1%,nt,-2%,nt,nt
C=CCN1C=CC(=CC=C(C#N)C#N)C=C1,20%,?,?,?,0%,43%,12%,29,5%,9%,13%

# Record cards, from the list above. Order of values: Rab9 promoter act	RORg inh	FLuc modulator	ELG1 DNA repair	Tb PFK inh	BRCA1 expr act	p53 reactivation	TRPV1 agonist	ELG1 genotoxic	VP16 counter	NPC1 prom act
# CC1(c2ccc([N+](=O)[O-])cc2)NC(=O)N(CC(=O)Nc2cccnc2Cl)C1=O (centres undefined) across the screens: 0%	nt	4%	-4%	-20%	16%	-1%	1	-4%	nt	0%
# Cc1cc2c(C)cc(=O)oc2c2c1NCCC2 across the screens: nt	5%	-1%	nt	nt	6%	nt	4	nt	5%	nt

# Additional structures
SMILES,Rab9 promoter act,RORg inh,FLuc modulator,ELG1 DNA repair,Tb PFK inh,BRCA1 expr act,p53 reactivation,TRPV1 agonist,ELG1 genotoxic,VP16 counter,NPC1 prom act
CCNC(=O)NC(=O)COc1ccccc1C#N,?,0%,?,?,-1%,?,?,-4,?,0%,?
CC(Sc1ccccc1)C(=O)Nc1ccccc1C(=O)N1CCOCC1 (centres undefined),3%,?,3%,-7%,-8%,-16%,4%,3,-1%,0%,-1%
COc1ccc(C2=Nn3c(nnc3-c3ccccc3F)SC2)cc1OC1CCCC1,nt,nt,nt,?,1%,-9%,?,nt,-4%,nt,nt
Cc1cc(C)c(S(=O)(=O)Nc2nnc(C3CCCCC3)s2)c(C)c1,-1%,nt,0%,15%,1%,-18%,nt,-4,0%,nt,4%
COc1ccc(Oc2nc(OC)cc(OC)n2)cc1,-11%,-7%,-4%,8%,-24%,-3%,-1%,1,-4%,-13%[10 µM],-1%
Cc1cc(C(=O)OCC(=O)N2CC(C)CC(C)C2)c(C)o1 (centres undefined),7%,14%,2%,9%,0%,-15%,-2%,15,-1%,-2%,1%
O=C1NC(Cc2ccccc2)C(=O)N1Cc1cc([N+](=O)[O-])cc2c1OCOC2 (centres undefined),2%,6%,0%,-6%,0%,-8%,-2%,4,-5%,-7%,-1%
CCOc1ccc(CNc2ncc(-c3ccccc3)n2C)cc1,1%,-41%,0%,7%,-5%,-1%,0%,-5,-3%,0%,-3%
COc1c(O)cc2oc(-c3ccc(O)cc3)cc(=O)c2c1O,?,?,0.85µM*,?,15%,83%,?,-2,9.2µM*,?,?
Cc1ccc(NC2CCCN(C(=O)CCN3CCCCO3)C2)cc1C (centres undefined),7%,1%,-3%,2%,-1%,-14%,-2%,?,2%,0%,-2%
O=C(c1ccc(N2CCOCC2)nc1)N1CCOCC1,3%,5%,5%,17%,2%,16%,16%,12,-4%,-3%,16%

# 4 entries picked at random from the list so far:
SMILES,Rab9 promoter act,RORg inh,FLuc modulator,ELG1 DNA repair,Tb PFK inh,BRCA1 expr act,p53 reactivation,TRPV1 agonist,ELG1 genotoxic,VP16 counter,NPC1 prom act
Cc1ccc(NC2CCCN(C(=O)CCN3CCCCO3)C2)cc1C (centres undefined),7%,1%,-3%,2%,-1%,-14%,-2%,?,2%,0%,-2%
COc1ccc(Oc2nc(OC)cc(OC)n2)cc1,-11%,-7%,-4%,8%,-24%,-3%,-1%,1,-4%,-13%[10 µM],-1%
Cc1cc(C)c(S(=O)(=O)Nc2nnc(C3CCCCC3)s2)c(C)c1,-1%,nt,0%,15%,1%,-18%,nt,-4,0%,nt,4%
CCNC(=O)NC(=O)COc1ccccc1C#N,?,0%,?,?,-1%,?,?,-4,?,0%,?
